Compound activity (PubChem)
H37Rv inhibition: M. tuberculosis growth inhibition, HTS (AID 449762); M. tuberculosis H37Rv growth inhibition, 7H9 media; higher % means a stronger effect; inhibition, % at 25 µM, or IC50 in µM where a hit was titrated; 330,000 compounds, 0.59% hits; in the data active = a potency from the dose series; inconclusive = inhibition above about 70% without an active follow-up result;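 note: bacterial growth assessed after seven days of incubation; strong numbers were not always called active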
inhibitors of VEEV: inhibitors of VEEV TC-83 cytopathic effect, confirmation, Vero cells (AID 588727). Vero cells, VEEV TC-83 cytopathic effect inhibition; higher % means a stronger effect. inhibition, % at 20 µM, or IC50 in µM where a hit was titrated. 350,000 compounds, 0.13% hits; in the data active = a potency from the dose series; inconclusive = inhibition mostly from about 14% at the one dose, without a potency; inactive = the rest, 99 in 100 with inhibition below about 12%; note: strong numbers were not always called active
tuberculosis growth: growth inhibition of non-replicating M. tuberculosis (AID 488890) | Mycobacterium tuberculosis non-replicating, growth inhibition; higher % means a stronger effect | inhibition, % at 25 µM; hits with a dose series show IC50 in µM | 320,000 compounds, 0.39% hits; in the data active = a potency from the dose series; inconclusive = inhibition mostly from about 82% at the one dose, without a potency; inactive = the rest, 99 in 100 with inhibition below about 76%;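 note: plate controls were DMSO cells for no effect and high antibiotic wells for full effect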
PhoP GFP inhibition: PhoP regulon inhibitors, Salmonella typhi PhoP promoter GFP reporter, confirmatory (AID 1850). Salmonella Typhi PhoP-promoter GFP reporter, fluorescence, 4 h; higher % means a stronger effect. inhibition, % at 50 µM, or IC50 in µM where a hit was titrated. 310,000 compounds, 0.33% hits; in the data active = a potency from the dose series; inconclusive = inhibition mostly from about 25% at the one dose, without a potency; inactive = the rest, 99 in 100 with inhibition below about 19%;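 note: 0% = induced wells with vehicle and 100% = uninduced wells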
influenza NS1A: H1N1 influenza NS1A inhibitors, functional cell based assay (AID 504329) | NS1A functional cell-based assay, percent inhibition; higher % means a stronger effect | one-dose inhibition, % at 12.5 µM; IC50 in µM for titrated hits | 340,000 compounds, 0.3% hits; in the data active = a potency from the dose series; inconclusive = inhibition above about 27% without an active follow-up result; note: strong numbers were not always called active
inhibitors of VEEV 10K pilot screen: second read-out of inhibitors of VEEV, no call of its own (marks repeat the call); inhibition, %; measured here: 10K pilot screen inhibition
* marks the source's active call; other numbers are inactive results; i = inactive; ? = inconclusive; nt = no result given; & = joins results of further samples; ! = a repeat was not active. An unsorted share of the library; any-hit rate near 1.5%.

SMILES	H37Rv inhibition	inhibitors of VEEV	tuberculosis growth	PhoP GFP inhibition	influenza NS1A	others
Cc1ccn2cc(-c3cccc(NC(=O)c4cccs4)c3)nc2c1	41.7%	0.1%	16.4%	6.6%	6.0%
C=CCn1c(SCC(=O)Nc2ccc(S(N)(=O)=O)cc2)nnc1-c1cnccn1	-5.1%	0.2%	8.8%	-3.2%	4.8%
COc1ccc([C@@H]2CC=C(C(=O)O)[C@H](c3ccccc3F)N2S(=O)(=O)c2ccccc2C)cc1	0.3%	0.1%	7.3%	2.9%	4.3%
C=CCn1c(-c2c[nH]c3ccccc23)n[nH]c1=S	0.7%	i	-4.4%	-2.7%	0.6%
COc1cccc(/C=C2\SC(=O)N(CC(=O)NC3C=CS(=O)(=O)C3)C2=O)c1 (centres undefined)	2.5%	2.7%	1.2%	-7.3%	0.8%
O=C(CCCOc1ccccc1)N1CCc2ccccc2C1	-1.1%	2.7%	38.8%	6.8%	1.1%
COC(=O)c1ccc(NC(=O)CCc2nnc3ccc(NCc4ccco4)nn23)cc1	5.4%	3.8%	-11.5%	-9.4%	-8.0%
CCOc1ccccc1OCCC(=O)NNC(=O)Cn1nc(C)cc1C	-2.6%	1.6%	-6.1%	0.8%	-15.3%
OC1(c2cccc(C(F)(F)F)c2)CCN(c2ncnc3c2[nH]c2ccccc23)CC1	-2.5%	5.7%	46.1%	9.8%	-3.4%
CCOC(=O)C[C@H]1c2cc(F)ccc2S(=O)(=O)N1Cc1ccc(OC)cc1	13.0%	6.3%	7.2%	-2.9%	3.2%
COc1cc(C2NC(=O)C(C#N)=C(S)N2c2ccccc2)ccc1OC(C)C (centres undefined)	-3.5%	2.5%	20.5%	-2.5%	-4.0%
Cc1[nH]ncc1-c1ccccc1Cl	-2.5%	1.0%	13.2%	2.5%	-2.7%
CCOC(=O)N1CCN(C(=O)c2ccc(N3CCCC3=O)cc2)CC1	-1.9%	2.7%	-3.0%	-4.6%	0.6%
COC(=O)c1cncn1Cc1ccccc1	nt	2.1%	nt	nt	83.1%
COC(=O)C1=C(C)NC(c2c(O)ccc3ccccc23)C(C(=O)OC)=C1C (centres undefined)	0.3%	0.3%	8.1%	-3.7%	13.0%
CCOC(=O)N1CCC(Nc2ccc3nnc(-c4ccccc4)n3n2)CC1	-1.0%	6.9%	nt	-8.8%	7.5%
CN(C)C(=O)NC(O)C(Cl)(Cl)Cl (centres undefined)	-4.7%	i	-12.1%	3.4%	-3.4%
O=C(Nc1cccc(/C=C/c2ccccn2)c1)c1ccc(-n2cncn2)cc1	2.2%	10.2%	-9.8%	nt	71.8%
O=C(O)COc1ccccc1/C=N/NC(=O)c1cc(-c2ccc(F)cc2)nc2ccccc12	-5.0%	i	-4.6%	8.2%	11.5%
COc1ccc(C(=O)NCc2nnc(SCC(=O)c3ccc(F)cc3)n2C)cc1OC	-0.9%	1.2%	-1.6%	7.2%	1.8%
O=C(Cn1cccc1C(=O)c1ccccc1)NCCCN1CCOCC1	2.5%	0.8%	4.2%	-10.2%	-21.9%	inhibitors of VEEV 10K pilot screen=0.5
CN(CC(=O)Nn1cnnc1)S(=O)(=O)c1ccccc1	-5.5%	0.2%	2.2%	-4.6%	-2.3%
Cc1c(NC(=O)C(C)OC(=O)c2ccc(NC(=O)CC#N)cc2)c(=O)n(-c2ccccc2)n1C (centres undefined)	-4.5%	0.8%	-14.9%	-5.5%	-11.0%
CN1CCC(=C2c3ccccc3C=Cc3ccccc32)CC1	-8.6%	0.2%	35.9%	105µM*!	3.8%
O=C(NC(=S)Nc1ccc(N2CCOCC2)cc1)c1cccc([N+](=O)[O-])c1	6.3%	0.4%	-45.7%	-8.3%	2.1%
COc1ccc(OC)c(CNC(=O)Cc2c(C(=O)O)[nH]c3ccc(Cl)cc23)c1	15.4%	0.2%	8.5%	8.0%	2.4%
CN1CCN(C(=O)C2=C[C@@H](c3ccc(C(F)(F)F)cc3)C[C@@H](OCCCCO)O2)CC1	-4.5%	i	-11.9%	-4.2%	-7.1%
Cc1cc(NS(=O)(=O)c2ccc(NC(=O)/C=C/c3ccc(C)o3)cc2)nc(C)n1	1.5%	2.2%	36.2%	-3.3%	-4.6%
Cc1ccccc1C(=O)c1cccn1CC(=O)N1CCCCCC1	0.5%	i	-10.6%	8.0%	17.2%
CCc1cccc(C)c1NC(=O)CSc1nnc(CCCOc2ccc(Cl)cc2Cl)n1C	-3.4%	5.3%	-20.1%	-9.1%	6.6%
Cc1cccc(NC(=O)CNC(=O)CN2C(=O)NC(C)(CCC(C)C)C2=O)c1C (centres undefined)	nt	5.3%	nt	nt	-3.0%
CCn1c(SCC(=O)Nc2nc(C)c(C)s2)nnc1-c1cccs1	-3.0%	4.9%	9.9%	2.9%	1.0%
O=C(CS(=O)(=O)Cc1ccccc1)NCCc1ccc(F)cc1	-4.3%	0.9%	-3.7%	-7.0%	7.9%
Cc1cnn(-c2nc(-c3ccccc3)cc(-c3ccccc3)n2)c1	nt	8.4%	nt	nt	-12.9%
Cc1csc2ncc(C(=O)Nc3ccon3)c(=O)n12	-17.6%	i	-5.7%	28.4%	-1.7%
COc1ccccc1Nc1nc(N2CCOCC2)nc(N2CCOCC2)n1	10.7%&-0.6%	0.5%&0.9%	-8.3%&13.1%	7.3%&7.9%	-0.5%&1.9%	inhibitors of VEEV 10K pilot screen=5.8
CCOC(=O)Nc1ccc2c(CN3C(=O)NC4(CCCC4)C3=O)cc(=O)oc2c1	nt	7.8%	nt	nt	5.4%
Cc1cc(C)c(NC(=O)NC(=O)c2cccc(F)c2)c(C)n1	-2.2%	1.7%	4.7%	2.0%	1.8%
COC1=CC(=O)OC12CCCCC2	0.5%	1.1%	8.0%	-5.3%	-1.7%
Cc1ccc(SCC(=O)OCC(=O)NCCCc2ccccc2)cc1	7.9%	0.4%	31.8%	0.1%	-11.7%
O=C(/C=C/c1cc2c(cc1Br)OCO2)NCc1ccc(Cl)cc1	-0.8%	i	-5.7%	-0.7%	0.1%
C=C(C)CN1C(=O)c2ccccc2C1=O	-0.8%	i	-4.4%	-20.5%	6.0%
CN1C(=O)N(C)C(=O)C2(Cc3cc(NC(=O)c4ccccc4Cl)ccc3N3CCCC32)C1=O (centres undefined)	8.9%	1.2%	-12.6%	-3.5%	3.5%
COc1cc(C(=S)N2CCCCC2)ccc1O	-2.6%	1.6%	-3.0%	-20.6%	-3.6%
CNc1oc(-c2ccc(Cl)cc2)nc1P(=O)(c1ccccc1)c1ccccc1	nt	2.2%	6.4%	-3.4%	-4.7%
Cc1ccc(S(=O)(=O)Nc2ccc3c(c2)nc(CCN2CCCC2)n3C)cc1	10.1%	0.7%	44.0%	-6.4%	3.9%
NNc1ccc2nncn2n1	-7.0%	2.8%	-3.3%	2.6%	14.7%
O=C(CSc1ncn[nH]1)Nc1ccccc1Sc1ccccc1	-4.2%	i	-1.3%	0.8%	3.3%
CCOc1ccc(CC(=O)Nc2nccs2)cc1	4.0%	1.8%	3.4%	9.5%	-1.8%
CCc1ccccc1NC(=O)CSc1ncn[nH]1	-0.3%	1.1%	-8.8%	-5.5%	-3.7%

(listing goes on)
SMILES	H37Rv inhibition	inhibitors of VEEV	tuberculosis growth	PhoP GFP inhibition	influenza NS1A	others
Oc1[nH]c2ccccc2c1N=Nc1ccccc1	-6.2%	2.8%	8.2%	-96.9%	5.5%
Cc1ccc(S(=O)(=O)NNC(=O)c2cnn(-c3ccccc3)c2-n2cccc2)cc1	-3.1%	4.0%	53.2%	18.5%	-1.5%
Nc1nc2nc(-c3ccc(OCc4ccccc4)cc3)cc(C(F)(F)F)n2n1	-10.7%	i	-9.5%	-4.9%	-14.3%
COc1cccc(NC(=O)N2CCCC2C(=O)NC2CC2)c1 (centres undefined)	-2.5%	0.7%	-3.5%	-1.9%	-4.0%
CCOC(=O)c1ccc(Oc2ccc(C(F)(F)F)cn2)cc1	-2.7%	0.3%	7.2%	2.0%	1.0%
CCCc1nc(SCC(=O)NCC2CCCO2)c2c(=O)n(C)c(=O)n(C)c2n1 (centres undefined)	-3.0%	6.4%	-6.5%	-10.3%	-1.3%
O=C(Cn1nc(Cc2cccnc2)c2ccccc2c1=O)Nc1cccnc1Cl	4.6%	i	-3.8%	2.7%	-5.6%
CCN(CC)C(=O)CSc1nc(O)c(Cc2ccc(OC)cc2)c(=O)[nH]1	-2.0%	0.3%	-3.3%	-0.5%	-1.4%
O=c1cc(O)c2sc(Nc3ccc(F)cc3)nc2[nH]1	-10.4%	0.6%	12.0%	-3.5%	-3.9%
CCCC(C)c1nc(C(N)=O)c2[nH]c(=O)n(-c3ccc(OC)c(OC)c3)c2n1 (centres undefined)	2.8%	1.2%	5.4%	-3.8%	6.9%
C=CCCCCCCCCC(=O)Nc1c[nH]c(=O)[nH]c1=O	4.9%	i	-1.5%	-0.8%	-1.4%
CCOC(=O)c1ccc(S(=O)(=O)NCCNCc2ccccc2)cc1	1.4%	0.2%	10.9%	nt	0.1%
CCN(CC)CC(=O)Nc1ccc([N+](=O)[O-])cc1	-4.2%	1.8%	-8.1%	3.9%	-1.7%
CC(C)C(NC(=O)c1ccc(C(C)(C)C)cc1)C(=O)NCCc1ccccn1 (centres undefined)	-6.3%	7.6%	2.7%	4.1%	-4.2%
Cc1nn(-c2ccccc2)c2c1C(=O)N(c1ccccc1)C(=O)C(C)(C)C2	2.9%	2.4%	-22.3%	9.1%	-2.6%
O=C(O)c1cccc(S(=O)(=O)Nc2ccc(N3CCCCC3)cc2)c1	-0.5%	1.5%	1.6%	nt	-12.5%
CC(NC(N)=O)C(=O)OCC(=O)c1ccc(-c2ccccc2)cc1 (centres undefined)	6.0%	i	22.4%	9.7%	-4.9%
COc1ccc(CN2C(=O)c3cccc4cccc2c34)cc1F	-2.0%	i	8.1%	1.4%	-1.9%
COc1ccccc1/C=C/C(=O)NCC(=O)N/N=C/c1cccnc1	9.7%	0.8%	10.3%	2.8%	3.5%
CCOC(=O)c1c(-c2ccco2)csc1NC(=O)COC(=O)c1cnccn1	-0.2%	2.9%	-8.4%	-0.1%	12.2%
O=C(CCCOc1ccccc1)N1CCN(S(=O)(=O)c2cccc(F)c2)CC1	1.6%	2.8%	-12.1%	3.3%	1.9%
CCOC(=O)N1CCN(C(=O)CCN2C(=O)c3ccccc3S2(=O)=O)CC1	-1.4%	1.1%	-9.9%	-4.6%	-0.9%
Cc1ccc(/C=N/NC(=O)C(c2ccncc2)N2CCOCC2)cc1 (centres undefined)	10.8%	0.3%	-8.9%	1.2%	3.8%
CC(C)C1=NOC(C(=O)N2CCC(N3CCC(C(=O)N4CCOCC4)CC3)CC2)C1 (centres undefined)	4.9%	i	-4.2%	-3.6%	4.6%
CC(Nc1ccc(Cl)cc1)C(=O)NN (centres undefined)	4.4%	1.9%	-5.0%	5.3%	7.5%
Cc1cccc(OCc2n[nH]c(=S)n2-c2ccccc2)c1	0.5%	i	-9.4%	-7.9%	8.3%	inhibitors of VEEV 10K pilot screen=0.4
O=C(N/N=C/c1ccccc1OCC(=O)N1CCCC1)C(=O)Nc1ccccc1F	?	2.0%	13.9%	-2.6%	-1.5%
COCCCNC(=O)Cn1nnc(-c2ccccc2NC(=O)c2ccc(F)cc2)n1	-3.0%	i	6.3%	-5.0%	-1.4%
COc1ccc(Cl)cc1C(=O)OCC(=O)N1CCCC(C)C1 (centres undefined)	37.7%	1.6%	77.5%	nt	-2.5%
COc1cccc(-n2c(C)nc3cc(C(=O)O)ccc32)c1	-2.8%	i	-3.1%	7.4%	-14.0%

Fetched by compound from the list above (seven):
SMILES	H37Rv inhibition	inhibitors of VEEV	tuberculosis growth	PhoP GFP inhibition	influenza NS1A	others
Cc1ccc(/C=N/NC(=O)C(c2ccncc2)N2CCOCC2)cc1 (centres undefined)	10.8%	0.3%	-8.9%	1.2%	3.8%
CCOC(=O)N1CCN(C(=O)CCN2C(=O)c3ccccc3S2(=O)=O)CC1	-1.4%	1.1%	-9.9%	-4.6%	-0.9%
Cc1cccc(OCc2n[nH]c(=S)n2-c2ccccc2)c1	0.5%	i	-9.4%	-7.9%	8.3%	inhibitors of VEEV 10K pilot screen=0.4
CC(C)C1=NOC(C(=O)N2CCC(N3CCC(C(=O)N4CCOCC4)CC3)CC2)C1 (centres undefined)	4.9%	i	-4.2%	-3.6%	4.6%
CC(Nc1ccc(Cl)cc1)C(=O)NN (centres undefined)	4.4%	1.9%	-5.0%	5.3%	7.5%
COc1ccc(Cl)cc1C(=O)OCC(=O)N1CCCC(C)C1 (centres undefined)	37.7%	1.6%	77.5%	nt	-2.5%
O=C(CCCOc1ccccc1)N1CCN(S(=O)(=O)c2cccc(F)c2)CC1	1.6%	2.8%	-12.1%	3.3%	1.9%
